Screens from PubChem.
NCOA2 inhibitor – inhibits human steroid receptor coactivator 2; Q15596; HEK293 GAL4-SRC2 luciferase reporter, luminescence; inhibition, % at 9 µM; hit rate 0.17% among 370,000; AID 651957;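 active = inhibition above the mean inhibition of all tested compounds plus 3 SD, set per campaign, cut at about 52% in these data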;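 also: 0% = DMSO treated cells and 100% = cells given Gossypol at 36 µM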
HTR2A ag – activates the mouse 5-HT2A serotonin receptor. P35363. CHO-K1 mHTR2A beta-arrestin complementation, luminescence; percent of 30 µM serotonin response. activation, % at 7.6 µM. hit rate 0.66% among 360,000;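 active = activation above a run cutoff, the mean activation of all tested compounds plus 3 SD, cut at about 14% in these data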;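 also: 0% = plate median of compound wells and 100% = 30 µM serotonin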
Target sequence (P35363 whole entry, looked up): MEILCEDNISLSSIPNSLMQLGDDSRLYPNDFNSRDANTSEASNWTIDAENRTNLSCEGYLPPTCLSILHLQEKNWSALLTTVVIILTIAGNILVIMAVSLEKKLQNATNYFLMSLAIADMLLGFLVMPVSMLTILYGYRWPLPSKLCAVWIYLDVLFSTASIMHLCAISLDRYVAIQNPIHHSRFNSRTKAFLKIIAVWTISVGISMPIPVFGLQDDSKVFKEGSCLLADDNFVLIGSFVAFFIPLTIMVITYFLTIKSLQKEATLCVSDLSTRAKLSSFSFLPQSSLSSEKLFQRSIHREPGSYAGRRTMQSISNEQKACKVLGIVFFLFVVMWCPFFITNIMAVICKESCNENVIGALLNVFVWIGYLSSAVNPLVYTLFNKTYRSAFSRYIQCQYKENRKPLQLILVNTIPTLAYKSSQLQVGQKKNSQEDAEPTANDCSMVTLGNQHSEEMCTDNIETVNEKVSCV
ABCB6 inh 2 – blocks the human ABCB6 transporter | Q9NP58 | K562-ABCB6 porphyrin accumulation, flow cytometry, 1 h; active compounds read low | fluorescence ratio to DMSO, % at 10 µM | hit rate 0.19% among 360,000 | AID 602162;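 active = fluorescence ratio to DMSO below 75%, the collection mean minus 3 SD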;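 also: signal is porphyrin accumulated inside mitochondria; 100% equals median channel fluorescence of DMSO control wells; lower ratio means ABCB6 inhibition with less porphyrin fluorescence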
MC4R ag barr – activates human MC4R beta-arrestin recruitment. U2OS MC4R beta-arrestin complementation, luminescence; percent of melanotan II response, DMSO zero. activation, % at 8.9 µM. hit rate 0.98% among 360,000. AID 540308;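 active = activation above a per-plate cutoff, the mean activation of sample wells on that plate plus 3 SD, cut at about 8% in these data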
Target sequence (P32245 whole entry, looked up): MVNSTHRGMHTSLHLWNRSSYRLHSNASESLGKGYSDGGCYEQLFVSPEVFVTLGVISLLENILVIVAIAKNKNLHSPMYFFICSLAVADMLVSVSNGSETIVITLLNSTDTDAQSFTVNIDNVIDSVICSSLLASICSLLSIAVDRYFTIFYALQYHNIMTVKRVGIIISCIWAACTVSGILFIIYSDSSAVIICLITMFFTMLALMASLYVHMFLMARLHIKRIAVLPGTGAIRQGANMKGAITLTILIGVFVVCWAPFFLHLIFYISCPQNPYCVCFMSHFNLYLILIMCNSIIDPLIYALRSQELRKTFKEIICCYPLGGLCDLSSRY
N-glyco inh – N-linked glycosylation inhibition | D54 ERlucT glycosylation luciferase reporter, 24 h; percent of 100 nM tunicamycin response | reporter increase, % at 12.5 µM | hit rate 0.23% among 360,000;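 active = mean luciferase reporter signal, scaled so untreated is 0 and the glycosylation-blocking control 100, at or above a set limit in every replicate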;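 also: luciferase carries N-glycosylation sites so blocking glycosylation raises the light; 0% = median of neutral control wells and 100% = median of 100 nM tunicamycin wells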
Cardio protect – myocardial damage modulation in H9c2 cells. H9c2 cardiomyocytes, H2O2 injury protection, ATPLite, 2 h. protection from H2O2 cell death, % at 20 µM. hit rate 0.63% among 360,000. AID 588492;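 active = compounds giving at least 50% protection of heart cells from peroxide-induced death in the single-dose screen, raw or plate-pattern-corrected value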;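 also: 0% = DMSO wells with peroxide and 100% = DMSO wells without peroxide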
MC4R antagonist – antagonists of human melanocortin 4 receptor (MC4R); AID 540295; hit rate 0.48% among 360,000; MC4R-expressing cells, MTII-stimulated cAMP, LANCE TR-FRET; P32245; inhibition, % at 6.5 µM;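 active = inhibition above its plate's cutoff, the mean of tested wells on that plate plus 3 SD, cut at about 29% in these data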;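 also: 0% = Melanotan II alone and 100% = Melanotan II plus saturating MCL0020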
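system = U2OS cells with stable human MC4R expression | also added = Melanotan II challenge after compound preincubation | dosing = one concentration, 6.5 µM nominal | incubation = compound 30 min, challenge 1 h, detection 1 h | measured by = TR-FRET with Eu-cAMP and labeled anti-cAMP, 671 nm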
NOD2 RIPK2 PPI – inhibitors of human NOD2-RIPK2 interaction. O43353. inhibition, % at 4.98 µM. hit rate 0.38% among 360,000. CHO BLA complementation NOD2-RIPK2, CCF4 ratio; in the data active = inhibition above about 21%;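 also: 0% = vehicle only and 100% = reference blocker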
ABHD5-PLIN5 inh – inhibitors of human ABHD5-perilipin-5 interaction; Q00G26+Q8WTS1; Split G. princeps luciferase complementation, luminescence, 4 h; inhibition, % at 4 µM; hit rate 0.78% among 360,000; AID 602281;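 active = inhibition above the mean inhibition across every tested compound plus 3 SD, cut at about 22% in these data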;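 also: 0% = DMSO only wells and the 100% control is not disclosed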
TLR9-MyD88 block – TLR9-MyD88 interaction inhibition; CHO BLA complementation TLR9-MyD88, CCF4 FRET ratio; Q9NR96+Q99836; inhibition, % at 4.98 µM; hit rate 0.21% among 340,000;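 active = inhibition above the mean over all tested compounds plus 3 SD, cut at about 21% in these data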;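 also: 0% = DMSO only wells and 100% = clavulanate BLA inhibitor control wells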
Numbers without * were called inactive; x = not tested or not shown. A portion of the library, so the mix of outcomes need not match the whole.

SMILES | NCOA2 inhibitor | HTR2A ag | ABCB6 inh 2 | MC4R ag barr | N-glyco inh | Cardio protect | MC4R antagonist | NOD2 RIPK2 PPI | ABHD5-PLIN5 inh | TLR9-MyD88 block
CCCCc1cc(=O)oc2cc(OC(C)C(=O)NCC3CCC(C(=O)O)CC3)c(Cl)cc12 (stereo not given) | 12 | 1 | 105 | -2.1 | 1 | -2 | 13 | -10 | -1 | 5
CSc1cc(C)n(-c2ccc(Cl)cc2)c(=S)c1C(C)=O | -41 | -4 | 93 | -0.7 | -1 | 1 | 3 | -8 | -3 | -3
COc1cc(OC)c(-n2c(C)cc(C=O)c2C)cc1Cl | -12 | 3 | 98 | -1.8 | 2 | -10 | 1 | -3 | -3 | 7
CCOc1ccccc1NC(=O)CN(c1ccc(OC)cc1OC)S(=O)(=O)c1ccccc1[N+](=O)[O-] | -11 | -1 | 100 | -0.8 | -1 | 10 | 11 | 4 | 3 | 6
CC(C)C(C)(C#N)NC(=O)CSc1nc2scc(-c3ccccc3)c2c(=O)[nH]1 (stereo not given) | 5 | 7 | 97 | -1.8 | 0 | -5 | 0 | -2 | 2 | -13
CN(Cc1nccs1)C(=O)C1CCC(=O)N(CCCc2ccccc2)C1 (stereo not given) | 6 | -3 | 97 | -1.3 | 0 | -5 | 2 | -2 | 6 | 9
CCC(=O)N1CCc2cc(S(=O)(=O)CCC(=O)N3CCN(c4ccc(C(C)=O)cc4)CC3)ccc21 | 9 | 5 | 96 | -1.3 | 2 | -5 | 11 | -9 | 3 | -2
O=C(CN1C(=O)C(=O)N(C2CCCC2)C1=O)Nc1ccc(N2CCOCC2)cc1 | -7 | 9 | 104 | 3.5 | 2 | 9 | 0 | -13 | 7 | 6
CCOc1ccc(S(=O)(=O)Nc2cc(F)ccc2F)c2cccnc12 | -26 | -2 | 84 | -2.0 | 1 | 2 | 0 | 0 | -4 | -1
COc1cc2c(cc1OC)C(C)N(S(=O)(=O)c1cn(C)cn1)CC2 (stereo not given) | -32 | 0 | 100 | 0.5 | 1 | 2 | -3 | 0 | -1 | x
Cc1ccc(C(=O)NCC(=O)N2CCN(c3ccccc3O)CC2)s1 | -24 | 2 | 101 | 0.1 | 1 | 3 | 0 | -8 | -2 | 0
C1CC2CN(c3nc4nonc4nc3N3CCSCC3)CCN2C1 (stereo not given) | 13 | -2 | 99 | -0.8 | -1 | 8 | 7 | -5 | 5 | -1
CN1Cc2cc(C(=O)c3ccccc3O)cnc2NC1=O | -4 | 1 | 101 | -1.8 | 0 | 6 | -1 | -4 | 11 | -2
O=C1CCCCC1(c1ccccc1)c1ccccc1 | 15 | -8 | 99 | -1.0 | -3 | 1 | 6 | -14 | -4 | 2
COc1ccccc1-n1c(SCC(N)=O)nnc1-c1ccc(S(=O)(=O)N2CCCCC2)cc1 | -16 | 4 | 109 | -1.4 | -1 | 0 | 18 | -10 | -3 | 0
COc1ccc(/C=N/NC(=O)c2ccc(CN3C(=O)c4cccc5cccc3c45)cc2)cc1O | -22 | 0 | 100 | -2.7 | 2 | 5 | 17 | -10 | 3 | 12
CC1CCCC(C)N1C(=O)Cn1nnc(-c2ccc([N+](=O)[O-])cc2)n1 (stereo not given) | 13 | -6 | 94 | -1.6 | 0 | 1 | -6 | 2 | -2 | -6
CC1CCC(C(C)C)C(OC(=O)Cn2c(-c3ccc(F)cc3)[n+](C)c3ccccc32)C1 (stereo not given) | 36 | -6 | 90 | 17* | 14 | -28 | 0 | 5 | 10 | -17
O=C(Cc1ccc(Cl)cc1)NC1CCCCCC1 | -33 | 3 | 102 | -0.1 | 1 | -2 | 6 | 3 | 2 | 10
Cc1cc(-c2c(C)[nH]n(-c3ccc(Cl)cc3)c2=O)n(-c2ccccc2)n1 | -9 | -5 | 95 | -0.9 | 1 | -1 | 4 | -6 | 4 | -1
COc1cc2c(cc1OC)/C(=C/C(=O)c1ccc([N+](=O)[O-])c(C)c1)NCC2 | 1 | 0 | 92 | -0.4 | 2 | 0 | 5 | -6 | 7 | -3
CN(C)c1oc(-c2ccc(OCc3ccccc3)cc2)nc1C#N | 0 | 1 | 95 | 0.3 | 0 | -16 | 7 | -8 | 5 | -17
COc1cc(CCN2C(=O)c3cccc4cccc(c34)C2=O)c(S(=O)(=O)NCCCO)cc1OC | -1 | 5 | 98 | -1.3 | 0 | 29 | 7 | -2 | 4 | 2
Cc1ccc(S(=O)(=O)N2C[C@H]3C(=O)C[C@@H](c4ccccc4C)N(S(=O)(=O)c4ccc(C)cc4)[C@H]3C[C@H]2c2ccccc2)cc1 | 16 | 1 | 90 | x | -7 | 1 | x | -6 | -1 | x
Cc1ccccc1SCC(=O)NNC(=O)c1ccccc1O | -27 | 2 | 100 | -3.7 | -4 | 31 | 5 | -5 | 4 | 1
C[C@H](O)[C@@H]1CN2CCc3c([nH]c4ccc(-c5ccc6c(c5)OCO6)cc34)[C@@H]2C[C@@H]1N(C)C(=O)NC1CCCCC1 | -1 | -9 | 94 | -2.2 | 13 | -6 | -13 | 4 | -8 | 2
COc1ccccc1NC(=O)c1cc(S(=O)(=O)N2CCCCCC2)ccc1F | -25 | 2 | 94 | -3.8 | -1 | -3 | 7 | -5 | -9 | 8
CCN(CC)c1ccc(C=C(c2nnnn2-c2ccccc2)c2nnnn2-c2ccccc2)cc1 | -5 | -4 | 105 | -0.3 | -8 | -5 | 10 | 27* | 2 | 3
Cc1ccc(S(=O)(=O)N2CCN(C(=O)CC3CCCC3)CC2)cc1 | 5 | 6 | 98 | -1.4 | -3 | 0 | 12 | 2 | -4 | 6
COc1ccc(OC)c(NC(=O)C2CCCN2C(=O)C2CCC(C)CC2)c1 (stereo not given) | -27 | 5 | 100 | -0.1 | -1 | -9 | 7 | -2 | 1 | -5
Cc1ccc(CSc2nc3nc(C)cc(C)n3n2)cc1 | -13 | 1 | 98 | -0.9 | -1 | 2 | -6 | -6 | 0 | 3
CC1CCCCN1C(=O)COC(=O)CSc1ccc(C(N)=O)cc1[N+](=O)[O-] (stereo not given) | -14 | -2 | 105 | 1.7 | 0 | 11 | 20 | 0 | 2 | -1
COc1ccc(CCNC(=O)CN(c2ccccc2)S(C)(=O)=O)cc1OC | -3 | 7 | 95 | -2.6 | -1 | 9 | 3 | -7 | 7 | 0
COc1ccc(NC(=O)Cn2c(=O)oc3cc(S(=O)(=O)N4CCCC4)ccc32)cc1 | 0 | 2 | 102 | 1.1 | -3 | -7 | 0 | -8 | 1 | -7
Cc1c(Cl)cccc1NC(=O)Cn1c(CCC(=O)O)ccc1-c1ccccc1 | 0 | -6 | 98 | -1.4 | -1 | 4 | 9 | -4 | 2 | 9
CC(C)(C)C(=O)CSc1ccc(S(=O)(=O)N2CCN(Cc3ccccc3)CC2)cn1 | 8 | 0 | 96 | -1.6 | -1 | -6 | -2 | -2 | 4 | -8

Next section; it opens with the two that closed the last part.
SMILES | NCOA2 inhibitor | HTR2A ag | ABCB6 inh 2 | MC4R ag barr | N-glyco inh | Cardio protect | MC4R antagonist | NOD2 RIPK2 PPI | ABHD5-PLIN5 inh | TLR9-MyD88 block
Cc1c(Cl)cccc1NC(=O)Cn1c(CCC(=O)O)ccc1-c1ccccc1 | 0 | -6 | 98 | -1.4 | -1 | 4 | 9 | -4 | 2 | 9
CC(C)(C)C(=O)CSc1ccc(S(=O)(=O)N2CCN(Cc3ccccc3)CC2)cn1 | 8 | 0 | 96 | -1.6 | -1 | -6 | -2 | -2 | 4 | -8
Cn1ccc2c(-c3cncc4ccccc34)cc3c(c21)C1CCC3C1 (stereo not given) | -26 | -4 | 107 | x | 1 | -1 | x | 0 | -2 | x
CCC(=O)N(Cc1cc(=O)[nH]c2ccccc12)c1ccccc1C | -8 | 5 | 99 | 1.1 | 2 | 0 | -6 | -4 | 4 | -1
Cc1cc(OCC(=O)Nc2cccc(S(=O)(=O)NC3=NCCCCC3)c2)ccc1Cl | -14 | -6 | 96 | -0.9 | -3 | -29 | -2 | 40* | 1 | -15
Cc1ccc2[nH]c3c(c2c1)CNCC3 | -35 | -4 | 95 | -1.9 | -2 | 3 | 0 | -5 | -1 | -11
CCCCCCn1c(=O)n2n(c1=O)C[C@]1(OC(=O)Nc3cccs3)CN(S(=O)(=O)c3ccc(C)cc3)C[C@]1(O)C2 | 19 | -1 | 95 | 1.5 | -2 | -22 | 8 | -6 | -5 | -4
CC(=O)Nc1ccc(-c2csc(NC(=O)C3CC(=O)N(c4ccc5c(c4)OCCO5)C3)n2)cc1 (stereo not given) | 20 | 0 | 97 | 1.0 | -1 | 4 | 35* | -5 | 0 | 2
C=CCNc1nc(=S)[nH]c2cc(OC)c(OC)cc12 | 8 | -1 | 163 | -0.9 | 2 | 0 | -4 | -6 | -3 | -3
Cc1ccc(Cl)cc1NS(=O)(=O)c1cn(C)nc1C | 16 | 0 | 94 | -4.8 | 1 | 0 | 10 | 6 | -8 | 2
Cc1ccc(C(=O)N/C(=C\c2cn(S(=O)(=O)N(C)C)c3ccccc23)C(=O)N2CCCC2)cc1 | -15 | -4 | 102 | -2.2 | 0 | 0 | 2 | 4 | 7 | 5
C=CCSC1=N/C(=C\c2ccc3c(c2)OCO3)C(=O)S1 | -1 | 4 | 95 | -0.6 | 0 | -1 | -5 | -17 | -5 | -2
Cc1ccc2c(c1)nnn2C1CCN(C(=O)NCc2ccccc2)CC1 | -20 | -3 | 98 | -0.4 | 1 | 8 | 24 | 1 | 2 | 6
Cc1ccc(S(=O)(=O)N2CCN(C(=O)c3ccccn3)CC2)cc1 | 4 | 1 | 103 | -0.1 | -1 | 1 | 5 | -12 | 4 | 5
O=C(COc1ccccc1[N+](=O)[O-])NCC1(N2CCOCC2)CCCCC1 | 19 | 6 | 84 | -0.6 | -2 | 13 | -3 | 1 | 5 | -4
COC1=C(c2ccccc2)C(=O)c2ccccc2C1=O | -11 | -2 | 112 | -2.7 | 4 | -17 | 8 | -17 | -7 | 5
CCOC(=O)c1oc2ccccc2c1NC(=O)COc1ccc(F)cc1 | x | 4 | 101 | 37* | 1 | -13 | -6 | -2 | -1 | -3
CC(=O)c1sc(NC(=O)c2cnc(Cl)c(Cl)c2)nc1C | -45 | 9 | 107 | 1.7 | -4 | -12 | 23 | -14 | 5 | 5
CC(C)(C)OC(=O)C[C@@H]1C/C=C\C[C@H](CC(=O)NCCO)C(=O)N[C@@H](Cc2ccccc2)COC1=O | -3 | 2 | 97 | 0.4 | 1 | 1 | 3 | -6 | -8 | 4
CCc1nc2scc(-c3ccc(C)cc3)c2c(=O)n1N | -3 | 1 | 99 | -2.1 | -1 | -2 | -2 | -11 | -5 | -3
N=C1/C(=C/c2cccn2-c2ccc([N+](=O)[O-])cc2)C(=O)N=C2SC=CN12 | -16 | 2 | 96 | -2.3 | -9 | 2 | -18 | -1 | -5 | -7
O=C(CCCc1cccs1)NCCc1c[nH]c2ccccc12 | -10 | -4 | 113 | -2.1 | -1 | -1 | 5 | 1 | -8 | -2
O=C(COC(=O)Cc1ccsc1)Nc1ccc(Br)cc1 | 24 | -4 | 104 | -2.1 | 1 | 14 | 1 | 3 | -8 | 3
